Assay outcomes deposited in PubChem by The Scripps Research Institute Molecular Screening Center.
GPR151 activ: human GPR151 activation; PathHunter beta-arrestin GPR151 cells, luminescence; activation, % at 11.2 µM; 650,000 tested, 1% active; AID 1508602; in the data active means activation above about 4.9%;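 further: 0% = median of compound wells and 100% = cells with positive control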
FBW7 act: human FBW7 E3 ligase activation, primary screen; 650,000 tested, 0.13% active; normalized activity (activation), % at 26.1 µM; AlphaScreen FBW7–phospho-cyclin E peptide binding, activator screen; in the data active means normalized activity above about 1.9%;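 further: purified mutant Fbw7 with reduced substrate affinity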
Target sequence (Q969H0 whole entry, looked up): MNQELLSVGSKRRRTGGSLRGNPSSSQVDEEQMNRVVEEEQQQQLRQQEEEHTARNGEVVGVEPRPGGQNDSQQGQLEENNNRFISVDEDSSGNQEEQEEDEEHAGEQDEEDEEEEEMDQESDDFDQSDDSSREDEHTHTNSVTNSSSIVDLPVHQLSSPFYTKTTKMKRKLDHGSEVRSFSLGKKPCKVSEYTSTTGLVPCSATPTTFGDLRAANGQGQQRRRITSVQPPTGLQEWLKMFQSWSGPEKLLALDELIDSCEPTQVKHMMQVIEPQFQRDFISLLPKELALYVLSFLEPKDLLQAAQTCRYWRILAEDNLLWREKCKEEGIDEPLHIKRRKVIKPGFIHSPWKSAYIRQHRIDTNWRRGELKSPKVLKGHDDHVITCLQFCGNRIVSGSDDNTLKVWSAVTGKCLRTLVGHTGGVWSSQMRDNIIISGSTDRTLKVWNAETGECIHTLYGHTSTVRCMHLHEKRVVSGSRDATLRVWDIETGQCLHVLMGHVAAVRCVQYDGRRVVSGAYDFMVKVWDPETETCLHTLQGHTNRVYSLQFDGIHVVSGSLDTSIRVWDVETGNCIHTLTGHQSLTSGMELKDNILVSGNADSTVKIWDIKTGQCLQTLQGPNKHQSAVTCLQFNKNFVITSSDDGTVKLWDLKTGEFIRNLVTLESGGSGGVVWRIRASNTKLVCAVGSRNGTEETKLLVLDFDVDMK
TEAD-YAP block: TEAD-YAP interaction inhibition. HEK-TIYL cells, TEAD-Gal4/YAP UAS-luciferase luminescence. inhibition, % at 9.12 µM. 640,000 tested, 1.4% active. AID 1259422; in the data active means inhibition above about 32%;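 further: 0% = median of test compound wells and 100% = reference inhibitor wells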
MITF primary: blocks human microphthalmia-associated transcription factor; 650,000 tested, 0.91% active; O75030; inhibition, % at 2.6 µM; AlphaScreen MITF homodimerization, bead proximity signal; in the data active means inhibition above about 50%;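 further: 0% = vehicle wells with protein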
Active calls of the source: *. An unsorted share of the library (roughly 3.5% active in at least one column).

SMILES	GPR151 activ	FBW7 act	TEAD-YAP block	MITF primary
C=CCn1c(SCC(=O)c2ccccc2)nnc1-c1cccnc1	1.2	0.6	-28	6
CCOc1cc(/C=N/n2c(C(F)(F)F)n[nH]c2=S)ccc1O	1.8	-0.2	12	6
OCC1CCCN1c1nc(Nc2ccc(N3CCOCC3)cc2)c2ncn(C3CCCCC3)c2n1 (stereo unspecified)	1.7	-0.4	-15	40
N#Cc1ccc(Oc2cccc3cccnc23)c([N+](=O)[O-])c1	-1.2	0.1	-5	10
Cc1nnc(NC(=O)c2sc3ncn(CC(=O)Nc4ccc(C)c(Cl)c4)c(=O)c3c2C)s1	0.0	-0.1	-6	-1
Cc1cc(C)n(CCNC(=O)NCc2ccc(F)cc2)n1	1.0	-0.1	2	2
OCCN1CCN(C(=S)Nc2ccc(SC(F)F)cc2)CC1	-1.4	0.2	4	11
Cc1cc(NC(=O)Cn2cccc2)ccc1Br	-0.9	-0.1	30	14
O=C(Nc1ccc(-c2cc3ccccc3oc2=O)cc1)c1ccc(Cl)c([N+](=O)[O-])c1	-0.2	-0.2	-3	-13
CCOC(=O)c1c(NC(C)=O)sc(C(=O)Nc2ccc(C)c(Cl)c2)c1C	1.1	-0.1	11	-3
COc1ccc(CNc2nccn3c(-c4ccccc4N(C)C)cnc23)cc1	4.9	0.0	3	-2
COc1cccc(N2C(=S)NC3c4cc(C)ccc4OC2(C)C3C(=O)N(C)C)c1 (stereo unspecified)	1.7	-0.1	-6	8
N#Cc1ccc(COC(=O)c2ccc3c(c2)OCCO3)cc1	1.3	0.0	6	-2
Cc1nnc2sc(SCC(=O)Nc3ccc(Br)cc3)nn2c1=O	2.3	-1.4	4	22
O=C(Nc1ccon1)c1cc(-c2cccnc2)nc2ccc(Br)cc12	2.5	0.0	10	7
CCn1nnnc1SCC(=O)c1ccc(C)cc1C	0.0	-0.1	-2	0
O=C(CN1C(=O)C(=O)c2cc(Br)ccc21)Nc1cccc(C(=O)NC2CC2)c1	0.6	-0.3	-2	44
O=C(O)CC(NCC(O)CON=C1c2ccccc2-c2ccccc21)C(=O)O (stereo unspecified)	1.4	0.3	8	15
NC(=O)C1CC(=O)N(c2ccc(OCc3ccc([N+](=O)[O-])cc3)cc2)C1 (stereo unspecified)	-0.1	-0.3	-57	-14
O=C(Nc1ccc2oc(-c3ccc(I)cc3)nc2c1)c1cc2ccccc2o1	-1.5	0.2	-13	-4
CCCSC1=C(C#N)C(c2ccc([N+](=O)[O-])cc2)CC(=O)N1 (stereo unspecified)	-0.8	0.0	-8	5
CCCc1nnc(SCc2ccccc2)n1N	0.5	0.6	-13	22
O=C(CN1CCN(c2cccc(Cl)c2)CC1)Nc1ccc(N2CCOCC2)cc1	1.5	0.4	12	-3
COc1ccc(C(=O)N2CCc3c(nc(N4CCCC4)[nH]c3=O)C2)cc1OC	1.4	0.4	4	21
CC1(C)Cc2ccccc2C(Nc2ccc(F)c(F)c2)=N1	-0.6	-0.1	-7	-9
O=C(Nc1cccc(-c2nc3cc(Cl)ccc3o2)c1)c1ccc(Cl)c([N+](=O)[O-])c1	0.4	-0.2	-2	-9
CC(=O)Nc1ccc(N2C(=O)CSC2c2ccccc2[N+](=O)[O-])cc1 (stereo unspecified)	0.0	0.1	2	3
CCOC(=O)c1cccc(NC(=O)CSc2nc3cc4c(cc3cc2C#N)OCO4)c1	-1.0	-0.1	3	1
COc1ccc(N2C(=O)Nc3ccccc3N2O)cc1Cl	-0.4	-0.1	2	-1
O=C(O)/C=C\C(=O)Nc1ccc2c3c(cccc13)CC2	0.1	0.0	31	3
NC(=O)CSc1nnc(-c2ccccc2Br)n1-c1ccccc1	-0.4	-0.2	1	4
CC1=CC(=O)C(n2nnc([N+](=O)[O-])n2)C(c2ccccc2)C1 (stereo unspecified)	3.9	0.1	0	2
CC(C)=C(NC(=O)c1ccccc1)C(=O)N/N=C/c1cc([N+](=O)[O-])ccc1Cl	1.9	0.0	-2	5
COc1cccc(C(=O)NN/C(C)=C/C(=O)C(F)(F)C(F)(F)C(F)(F)F)c1	-0.4	0.7	5	6
Cc1ccc(S(=O)(=O)NCC(=O)Nc2nnc(CCc3ccccc3)s2)cc1	-0.7	-0.1	-1	-1
C=CCSc1nc(N)c2c3c(sc2n1)COC(C)(CC)C3 (stereo unspecified)	-1.0	-0.2	-38	5

Single entries from the entries so far:
CC1(C)Cc2ccccc2C(Nc2ccc(F)c(F)c2)=N1 in FBW7 act shows -0.1
NC(=O)CSc1nnc(-c2ccccc2Br)n1-c1ccccc1 in TEAD-YAP block shows 1
CC(C)=C(NC(=O)c1ccccc1)C(=O)N/N=C/c1cc([N+](=O)[O-])ccc1Cl in TEAD-YAP block shows -2
C=CCSc1nc(N)c2c3c(sc2n1)COC(C)(CC)C3 (stereo unspecified) in FBW7 act shows -0.2

Other records
SMILES	GPR151 activ	FBW7 act	TEAD-YAP block	MITF primary
Cc1cc(NC(=O)NC2CC(=O)N(c3ccccc3)C2)ccc1Br (stereo unspecified)	1.7	0.0	-1	2
Cc1c(Cl)cccc1NC(=O)c1nn2c(C(F)(F)F)cc(-c3cccs3)nc2c1Br	0.1	0.3	2	-6
CCC(C(=O)NCCOc1ccc(F)cc1)c1ccccc1 (stereo unspecified)	2.5	0.6	4	11
Cn1nc(-c2ccc(F)cc2)cc1C(=O)NCCc1cccs1	0.0	0.7	-6	4
O=C(CCN1Cc2ccccc2OC(c2ccccc2)C1)NCc1cnc2ccccn12 (stereo unspecified)	-0.9	-0.3	-4	-4
COc1ccc(NC(=O)c2n[nH]c(=O)c3ccccc23)cc1Cl	0.6	0.3	-3	7
CC(=O)Nc1ccc(S(=O)(=O)NNC(=O)C(=O)NNc2ccccn2)cc1	3.3	-0.1	8	34
CC(=O)N1CCSc2cc(S(=O)(=O)N3CCC(C)CC3)ccc21	-0.5	0.3	23	-15
O=C(O)c1cccc([N+](=O)[O-])c1C(=O)Nc1cc(Cl)ccc1Cl	0.4	-0.6	-1	-2
COc1ccc(CNc2cc(C)nc(Nc3ccc(OC)nc3)n2)cc1	0.6	-0.1	1	-10
COC(=O)C1=C(C)N(c2ccc(OC)cc2)C(=O)/C1=C\c1ccc(C(=O)O)cc1	-1.1	0.0	-2	1
N/C(=N\OC(=O)c1ccccc1Cl)c1ncon1	-0.1	0.0	20	5
CCCN(CCC)C(=S)Nc1cc(C(=O)OC)ccc1C(=O)OC	-0.6	0.0	4	7
COc1cccc(NC(=O)c2noc3c2COc2ccc(C)cc2-3)c1	-0.5	-0.1	-1	-5
CN(C)c1ccc(CN2CCc3nnc(CCNC(=O)c4ccoc4)n3CC2)cc1	2.1	0.0	-1	-3
COC(=O)C1=NNC2C(=O)N(c3ccccc3C(F)(F)F)C(=O)C12 (stereo unspecified)	0.0	0.2	1	10
O=C(COC(=O)CCC1CCCC1)Nc1ccc([N+](=O)[O-])cc1C(F)(F)F	1.7	-0.2	16	-9
COc1ccc(C2CC(=O)C3=C(C2)NC(C)=C(C(=O)OC(C)C)C3c2ccc(Cl)c(Cl)c2)cc1 (stereo unspecified)	-0.1	0.6	-3	-4
CCOC(=O)c1cccc(NC(=O)CSc2nc3ccccc3[nH]2)c1	0.3	-0.1	6	-4
Cc1ccc(C(=O)O)cc1S(=O)(=O)NCc1ccco1	0.1	0.0	4	1
CCC1CN(CCNC(=O)c2cccc3nccnc23)Cc2cc(OC)ccc2O1 (stereo unspecified)	-1.4	0.3	-4	3
CCN1CCN(C(c2ccccc2Cl)c2nnnn2C2CCCC2)CC1 (stereo unspecified)	0.9	0.0	2	6
O=C(c1ccoc1)N1CCC2(CC1)CC2C(=O)N1CCN(C/C=C/c2ccccc2)CC1 (stereo unspecified)	0.1	0.1	11	11
c1ccc(CNc2ccnc(NCc3cccnc3)n2)cc1	0.0	-0.1	7	-6

Of the compounds above, these have bromine.
SMILES	GPR151 activ	FBW7 act	TEAD-YAP block	MITF primary
Cc1cc(NC(=O)Cn2cccc2)ccc1Br	-0.9	-0.1	30	14
Cc1nnc2sc(SCC(=O)Nc3ccc(Br)cc3)nn2c1=O	2.3	-1.4	4	22
O=C(Nc1ccon1)c1cc(-c2cccnc2)nc2ccc(Br)cc12	2.5	0.0	10	7
O=C(CN1C(=O)C(=O)c2cc(Br)ccc21)Nc1cccc(C(=O)NC2CC2)c1	0.6	-0.3	-2	44
NC(=O)CSc1nnc(-c2ccccc2Br)n1-c1ccccc1	-0.4	-0.2	1	4
Cc1cc(NC(=O)NC2CC(=O)N(c3ccccc3)C2)ccc1Br (stereo unspecified)	1.7	0.0	-1	2
Cc1c(Cl)cccc1NC(=O)c1nn2c(C(F)(F)F)cc(-c3cccs3)nc2c1Br	0.1	0.3	2	-6

Following part.
SMILES	GPR151 activ	FBW7 act	TEAD-YAP block	MITF primary
CC1CCCN(C(=O)c2ccc(S(=O)(=O)c3ccccc3Cl)c([N+](=O)[O-])c2)C1 (stereo unspecified)	2.3	-0.3	8	4
O=C(Cc1ccccn1)N1CCC(c2ccnc3nc(C(F)(F)F)nn23)CC1	-0.3	-0.1	-6	-7
CSCCC(=O)Nc1ccc(C(C)=O)cc1	-0.4	0.1	-30	19
Nc1nnc(C(c2ccccc2)c2ccccc2)s1	-0.7	0.0	1	-2
Cc1ccc(NC(=O)C(=O)N/N=C/c2cccc(Cl)c2)cc1	1.4	-0.1	-3	-7
COc1ccc(C2c3cccn3CCN2S(=O)(=O)c2cccs2)cc1 (stereo unspecified)	-1.1	-0.1	-7	7
CCOC(=O)c1c(C)oc2ccc(N(C(=O)Oc3ccccc3)S(=O)(=O)c3ccc(Cl)cc3)cc12	-0.1	0.0	-3	1
N=C1c2ccccc2CN1c1ncc(C(F)(F)F)cc1Cl	1.7	-0.2	2	-7
COc1cccc2sc(NC(=O)c3ccc(S(=O)(=O)N4CCCc5ccccc54)cc3)nc12	-1.2	1.5	-1	15
CCOC(=O)C1=C(C)N=c2s/c(=C\c3ccc(O)c(OC)c3)c(=O)n2C1c1ccc(F)cc1 (stereo unspecified)	1.2	-0.2	7	4
CC(=O)NS(=O)(=O)c1ccc(NC(=O)C(C)(C)Oc2ccc(Cl)cc2)cc1	0.9	0.0	0	18
Nc1cc(Br)c2c(c1)OCCO2	-0.9	-0.1	66*	18
Cc1cc(C)n(C(=O)CNC(=O)c2ccc(F)cc2)n1	2.8	0.0	-5	1
O=C(O)c1ccc(N/N=C/c2cccnc2)cc1	-7.7	0.0	33*	2
COc1ccc(C)cc1NC(=O)CCNC(=O)Cn1cnc2ccccc2c1=O	-0.2	-0.2	8	-3
Cc1cc(NC(=O)CCCSc2ccc(F)cc2)no1	0.2	-0.4	-7	1
O=c1c(O)c(-c2ccccc2)oc2cc(O)cc(O)c12	-1.3	-0.1	-21	-19
CC1CC(C)(C)NC(=S)N1CCC(=O)Nc1nccs1 (stereo unspecified)	2.2	0.0	7	-5
CCN(Cc1ccccc1)C(=O)C(=O)c1c[nH]c2ccccc12	-1.7	0.0	-3	1
NC(=O)C(Cc1ccccc1)NS(=O)(=O)c1ccc(N2CCCC2=O)cc1 (stereo unspecified)	-0.9	0.2	5	17
CC(C)C(=O)Nc1cccc(C(=O)N2CCCCC2C)c1 (stereo unspecified)	0.3	0.3	9	18
COc1cc(Nc2cc(N3CCN(c4ccccn4)CC3)ncn2)cc(OC)c1OC	-0.9	0.4	-13	-9
O=C(CCCN1C(=O)c2cccc3cccc(c23)C1=O)N1CCN(c2ncccn2)CC1	-0.1	0.1	2	17
CC(=O)Nc1ccc(NC(=O)Cc2cn(-c3ccc(Cl)nn3)c3ccccc23)cc1	-2.4	0.1	0	14
CSCCNC(=O)c1ccc(OC2CCN(Cc3ccccn3)CC2)cc1	-0.7	-0.1	2	9
CS(=O)(=O)c1cnc2ncnn2c1C1CCN(C(=O)c2cc3c(s2)CCC3)CC1	0.6	0.0	-8	-1
Cc1cc(OCC(=O)NC2CC(C)(C)NC(C)(C)C2)c(C)cc1Br	0.9	-0.2	-9	-5
Cc1cc(-c2cncnc2C2CCCN(CC(=O)N3CCOCC3)C2)on1 (stereo unspecified)	0.4	0.0	8	19
COCc1cc(CN2CCCC2)c(O)c2ncccc12	0.7	-1.2	81*	100*
CC(=O)Nc1cc(C(=O)O)ccc1Sc1ccc(Cl)cc1	0.0	0.0	-1	-1
Cc1n[nH]c(C)c1S(=O)(=O)N1CCCC(C)C1 (stereo unspecified)	1.2	0.0	-1	2
CCc1cc(C)cc(OCC(O)CN(CCO)CCO)c1 (stereo unspecified)	-1.1	-0.1	-3	6
Cc1ccccc1Cn1ccn(-c2cccc(Cl)c2)c(=O)c1=O	-1.5	0.1	5	-7
